DT40 TDP1 no CPT = qHTS for Inhibitors of human tyrosyl-DNA phosphodiesterase 1 (TDP1): qHTS in cells in absence of CPT; 420,000 compounds, 15% hits; Potency, µM (series often up to 46.2 µM), without a hit: at the highest dose activity change, negative = growth inhibition, actives largely listed as inhibitors; AID 686978, 2013; DT40 Tdp1-/- hTDP1 cells, no CPT, ATP luminescence, 48 h; note: nearly all actives have a fitted effect of over 55% in size
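Growth kinetics read by CellTiter-Glo luminescence after ≥48 hr at 37 °C. Cells: DT40 Tdp1-/- stably carrying human TDP1, 400 per well, compound exposure in the absence of CPT (DMSO vehicle).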
TDP1 inh = TDP1 (human) enzyme inhibition; Q9NUW8; Potency, µM (highest dose often 130 µM), without a hit: top-dose activity change, negative = inhibition, most hits filed as inhibitors; recombinant TDP1, AlphaScreen DNA substrate cleavage; 350,000 compounds, 0.28% hits; note: nearly all actives have a fitted effect of over 40% in size
Target sequence (Q9NUW8 whole entry, looked up): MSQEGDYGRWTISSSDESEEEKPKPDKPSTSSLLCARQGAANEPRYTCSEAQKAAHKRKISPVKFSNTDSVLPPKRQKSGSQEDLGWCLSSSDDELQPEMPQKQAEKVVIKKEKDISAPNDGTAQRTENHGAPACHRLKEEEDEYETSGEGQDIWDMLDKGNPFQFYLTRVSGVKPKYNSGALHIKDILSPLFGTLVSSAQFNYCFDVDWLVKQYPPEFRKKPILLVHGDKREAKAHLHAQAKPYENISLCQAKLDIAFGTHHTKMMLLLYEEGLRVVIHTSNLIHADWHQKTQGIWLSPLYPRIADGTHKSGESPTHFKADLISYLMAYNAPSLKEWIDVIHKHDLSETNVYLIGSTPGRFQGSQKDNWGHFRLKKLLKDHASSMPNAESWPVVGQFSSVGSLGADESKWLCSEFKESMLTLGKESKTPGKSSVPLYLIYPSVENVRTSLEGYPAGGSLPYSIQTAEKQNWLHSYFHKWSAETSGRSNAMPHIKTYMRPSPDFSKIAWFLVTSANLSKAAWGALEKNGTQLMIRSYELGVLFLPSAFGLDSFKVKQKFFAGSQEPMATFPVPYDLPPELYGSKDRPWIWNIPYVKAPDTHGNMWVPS
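AlphaScreen read-out: signal falls as enzyme removes the 3' tyrosine-FITC from a 5'-biotinylated DNA oligo (15 nM, 5 min, RT). Enzyme was E. coli-made recombinant Tdp1 at 1 nM, exposed to compound for 15 min beforehand; beads 10 ug/ml, 10 min.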
TDP1 cell CPT = growth inhibition of DT40 Tdp1-/-;hTDP1 cells with camptothecin (screen for TDP1 inhibitors). chicken DT40 Tdp1-/-;hTDP1 cells + 20 nM CPT, ATP luminescence, 48 h. Potency, µM (top dose mostly 46.2 µM), for the others: at the highest dose activity change, negative = growth inhibition, usual class: inhibitors. 420,000 compounds, 12% hits. AID 686979; note: nearly all actives have a fitted effect of over 55% in size
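Cell growth measured by CellTiter-Glo luminescence after a minimum 48 h, 37 C compound exposure with 20 nM CPT in Tdp1-knockout DT40 cells stably expressing hTDP1, seeded 400/well; qHTS titration format.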
Active calls of the source: *; ? = inconclusive; . = not tested or not shown; & = joins results of further samples; [ ] = dose if it differs, or a comment. Calls come from the whole dose curve; as a rule, active = well fitted curve in the direction sought with a large enough effect; inconclusive = small, poorly fitted or top-dose-only effect, or another doubt; inactive = no such curve, though single readings can be large; an effect the other way counts as inactive or inconclusive. % is set by controls: 0 for no effect and ±100 for the full control effect; potency is the fitted concentration of half-maximal effect.

Structure: CC(CO)NC(=O)C1C=C2c3cccc4[nH]cc(c34)C[C@H]2N(C)C1 (stereo partly specified)
  DT40 TDP1 no CPT = -3% | TDP1 inh = -11%[56.1 µM] | TDP1 cell CPT = 8%
Structure: Cn1nccc1C(=O)N1CCC2(CC1)OCCO2
  DT40 TDP1 no CPT = 0% | TDP1 inh = 2% | TDP1 cell CPT = -3%
Structure: CC(C)S(=O)(=O)N1Cc2ccccc2-n2nncc2C1
  DT40 TDP1 no CPT = 10% | TDP1 inh = . | TDP1 cell CPT = -1%
Structure: O=C(CNC(=O)c1ccccc1)NCC(=O)OCC(=O)c1ccc([N+](=O)[O-])cc1
  DT40 TDP1 no CPT = ? | TDP1 inh = -1% | TDP1 cell CPT = ?
Structure: Cn1cc(C(=O)C(=O)N[C@H]2CN3CCC2CC3)c2ccccc21
  DT40 TDP1 no CPT = ? | TDP1 inh = 7% | TDP1 cell CPT = -10%
Structure: CCn1c(NN=O)nc2ccccc21
  DT40 TDP1 no CPT = ? | TDP1 inh = 12% | TDP1 cell CPT = 7.3µM*
Structure: COc1ccccc1NC(=O)N1C[C@@H]2C[C@@H](C1)c1cccc(=O)n1C2
  DT40 TDP1 no CPT = 2% | TDP1 inh = . | TDP1 cell CPT = 1%
Structure: O=C1N[C@@H](Cc2ccccc2)C(=O)N2[C@H]1C[C@H]1c3ccccc3N(OOSc3ccccc3)[C@H]12
  DT40 TDP1 no CPT = 16µM* | TDP1 inh = . | TDP1 cell CPT = 21µM*
Structure: CC1(C)C2CC=C(CN3CCC(O)CC3)C1C2 (stereo unspecified)
  DT40 TDP1 no CPT = -8% | TDP1 inh = . | TDP1 cell CPT = -7%
Structure: CC(=O)N[C@@H]1CC[C@@]2(O)[C@H]3Cc4ccc(O)c5c4[C@@]2(CCN3CC2CC2)[C@@H]1O5
  DT40 TDP1 no CPT = -7% | TDP1 inh = 0% | TDP1 cell CPT = 15%
Structure: COc1ccc(-c2nn(CCC#N)cc2C(=O)Nc2ccccc2Br)cc1[N+](=O)[O-]
  DT40 TDP1 no CPT = ? | TDP1 inh = 1% | TDP1 cell CPT = -30%
Structure: COC(=O)C1=C(c2cc3ccccc3s2)C[C@@H]2CC[C@H]1N2C(=O)NCc1ccco1
  DT40 TDP1 no CPT = ? | TDP1 inh = . | TDP1 cell CPT = ?
Structure: COC(=O)[C@]1(C)CC[C@@]2(C)CC[C@@]3(C)C4=CC=C5C(=CC(=O)C(O)=C5C)[C@@]4(C)CC[C@@]3(C)C2C1 (stereo partly specified)
  DT40 TDP1 no CPT = 0.73µM* | TDP1 inh = 9%[12.3 µM] | TDP1 cell CPT = 1µM*
Structure: FC(F)(F)c1ccc(-c2ccc3c(c2)CNCc2cnnn2-3)cc1
  DT40 TDP1 no CPT = ? | TDP1 inh = . | TDP1 cell CPT = ?
Structure: COc1ccc(Cn2c(O)c(C=NCCN3CCOCC3)c(=O)[nH]c2=O)cc1
  DT40 TDP1 no CPT = -6% | TDP1 inh = 7% | TDP1 cell CPT = -11%

Structure: CCOc1ccc(C(C)=O)cc1Cn1ccsc1=N
  DT40 TDP1 no CPT = -22% | TDP1 inh = . | TDP1 cell CPT = -7%
Structure: NS(=O)(=O)c1ccc(CCNc2ccn3nc(-c4cccc(C(F)(F)F)c4)cc3n2)cc1
  DT40 TDP1 no CPT = ? | TDP1 inh = . | TDP1 cell CPT = ?
Structure: Cc1c(Cl)cccc1NC(=O)c1oc2ccc(S(=O)(=O)N3CCC4(CC3)OCCO4)cc2c1C
  DT40 TDP1 no CPT = 4.1µM* | TDP1 inh = 10% | TDP1 cell CPT = 4.1µM*
Structure: Cc1nc2sccc2c(=O)n1-c1ccccc1Cl
  DT40 TDP1 no CPT = -3% | TDP1 inh = 1% | TDP1 cell CPT = -6%
Structure: CC(=O)OC1=CC[C@H]2[C@@H]3CC[C@H]4C[C@H](OC(C)=O)[C@@H](OC(C)=O)C[C@]4(C)[C@H]3CC[C@]12C
  DT40 TDP1 no CPT = 12µM* | TDP1 inh = . | TDP1 cell CPT = 15µM*
Structure: Cc1cccc(-n2c(/C=C/c3ccccc3O)nc3ccccc3c2=O)c1
  DT40 TDP1 no CPT = ? | TDP1 inh = 5%[2.28 µM] | TDP1 cell CPT = ?
Structure: c1ccc2c(c1)CNCc1cnnn1-2
  DT40 TDP1 no CPT = 6% | TDP1 inh = . | TDP1 cell CPT = -5%
Structure: OCCNc1c2c(nc3ccccc13)CCCC2
  DT40 TDP1 no CPT = -32% | TDP1 inh = -2% | TDP1 cell CPT = -8%
Structure: CCCCOc1ccc(CN2CCN(CC)CC2)cc1
  DT40 TDP1 no CPT = ? | TDP1 inh = 7% | TDP1 cell CPT = ?
Structure: COc1ccccc1Cc1c(-c2ccc(F)cc2)nc2cc(C)c(Br)c(C)n12
  DT40 TDP1 no CPT = 23µM* | TDP1 inh = . | TDP1 cell CPT = ?
Structure: COc1cc(CN=C(C)c2c(O)n(C3CCCCC3)c(=O)[nH]c2=O)cc(OC)c1
  DT40 TDP1 no CPT = 23µM* | TDP1 inh = -2% | TDP1 cell CPT = ?
Structure: O=C1C(=Cc2ccccc2)N2CCC1CC2
  DT40 TDP1 no CPT = -23% | TDP1 inh = . | TDP1 cell CPT = -12%
Structure: Cc1cccc(Cn2cc(C=O)c3ccccc32)c1
  DT40 TDP1 no CPT = ? | TDP1 inh = . | TDP1 cell CPT = ?
Structure: O=[N+]([O-])c1ccc(CNCCc2ccccc2)cc1
  DT40 TDP1 no CPT = ? | TDP1 inh = . | TDP1 cell CPT = -22%
Structure: Cc1cccc(-n2c(O)c(C=Nc3ccc(S(N)(=O)=O)cc3)c(=O)[nH]c2=O)c1
  DT40 TDP1 no CPT = 0% | TDP1 inh = ? | TDP1 cell CPT = -3%

Structure: Nc1nc(N)c2cnnn2n1
  DT40 TDP1 no CPT = -1% | TDP1 inh = . | TDP1 cell CPT = 8%
Structure: CCOc1ccc(OCC)c(NC(=O)CN2CCN(c3ccc(C)cc3C)CC2)c1
  DT40 TDP1 no CPT = 16µM* | TDP1 inh = -7%[56.1 µM] | TDP1 cell CPT = ?
Structure: CN(C(=O)Oc1ccc([N+](=O)[O-])cc1)c1ccccc1
  DT40 TDP1 no CPT = -6% | TDP1 inh = -1% | TDP1 cell CPT = 4%
Structure: Cc1cc(-c2cc(C)c(N)c(C)c2)cc(C)c1N
  DT40 TDP1 no CPT = -14% | TDP1 inh = 22% | TDP1 cell CPT = -5%
Structure: O=C1NC(=O)C(Cc2ccccc2)(Cc2ccccc2)C(=O)N1Cc1ccccc1
  DT40 TDP1 no CPT = ? | TDP1 inh = . | TDP1 cell CPT = 23µM*
Structure: COc1cccc(CN2CCN(c3ccc(F)cc3)CC2)c1OC
  DT40 TDP1 no CPT = ? | TDP1 inh = . | TDP1 cell CPT = ?
Structure: O=C(c1ccc(F)cc1)N1CCC2(CC1)OCCO2
  DT40 TDP1 no CPT = -5% | TDP1 inh = . | TDP1 cell CPT = 0%
Structure: Cc1cc(N(CCCl)CCCl)ccc1C=Cc1ccncn1
  DT40 TDP1 no CPT = 4.6µM* | TDP1 inh = . | TDP1 cell CPT = 2.6µM*
Structure: Cc1[nH]c2ccccc2c1CCN
  DT40 TDP1 no CPT = ? | TDP1 inh = . | TDP1 cell CPT = -29%
Structure: CN1C(=O)N(C)C(=O)C2(Cc3ccccc3N3CCCC32)C1=O (stereo unspecified)
  DT40 TDP1 no CPT = -18% | TDP1 inh = 6% | TDP1 cell CPT = 22%
Structure: CC(=O)Nc1ccc(S(=O)(=O)NC(CC(=O)N2CCC3(CC2)OCCO3)C(C)C)cc1 (stereo unspecified)
  DT40 TDP1 no CPT = -5% | TDP1 inh = 7% | TDP1 cell CPT = -18%
Structure: COC(=O)C1=C(c2ccc3ccccc3c2)C[C@@H]2CC[C@H]1N2C(=O)NC1CC1
  DT40 TDP1 no CPT = 9.2µM* | TDP1 inh = 0% | TDP1 cell CPT = 15µM*
Structure: COc1cc(Br)cc(CN2CCN(C)CC2)c1O
  DT40 TDP1 no CPT = 1% | TDP1 inh = 1% | TDP1 cell CPT = 0%
Structure: CCC1(C)CC(C(N)=S)CCO1 (stereo unspecified)
  DT40 TDP1 no CPT = 21µM* | TDP1 inh = -7% | TDP1 cell CPT = 18µM*
Structure: CN1[C@@H]2CCC[C@H]1CC(=O)C2
  DT40 TDP1 no CPT = -12% | TDP1 inh = 14%[21 µM] | TDP1 cell CPT = -5%

12 successive records already listed:
Structure: Cc1cc(-c2cc(C)c(N)c(C)c2)cc(C)c1N
  DT40 TDP1 no CPT = -14% | TDP1 inh = 22% | TDP1 cell CPT = -5%
Structure: O=C1NC(=O)C(Cc2ccccc2)(Cc2ccccc2)C(=O)N1Cc1ccccc1
  DT40 TDP1 no CPT = ? | TDP1 inh = . | TDP1 cell CPT = 23µM*
Structure: COc1cccc(CN2CCN(c3ccc(F)cc3)CC2)c1OC
  DT40 TDP1 no CPT = ? | TDP1 inh = . | TDP1 cell CPT = ?
Structure: O=C(c1ccc(F)cc1)N1CCC2(CC1)OCCO2
  DT40 TDP1 no CPT = -5% | TDP1 inh = . | TDP1 cell CPT = 0%
Structure: Cc1cc(N(CCCl)CCCl)ccc1C=Cc1ccncn1
  DT40 TDP1 no CPT = 4.6µM* | TDP1 inh = . | TDP1 cell CPT = 2.6µM*
Structure: Cc1[nH]c2ccccc2c1CCN
  DT40 TDP1 no CPT = ? | TDP1 inh = . | TDP1 cell CPT = -29%
Structure: CN1C(=O)N(C)C(=O)C2(Cc3ccccc3N3CCCC32)C1=O (stereo unspecified)
  DT40 TDP1 no CPT = -18% | TDP1 inh = 6% | TDP1 cell CPT = 22%
Structure: CC(=O)Nc1ccc(S(=O)(=O)NC(CC(=O)N2CCC3(CC2)OCCO3)C(C)C)cc1 (stereo unspecified)
  DT40 TDP1 no CPT = -5% | TDP1 inh = 7% | TDP1 cell CPT = -18%
Structure: COC(=O)C1=C(c2ccc3ccccc3c2)C[C@@H]2CC[C@H]1N2C(=O)NC1CC1
  DT40 TDP1 no CPT = 9.2µM* | TDP1 inh = 0% | TDP1 cell CPT = 15µM*
Structure: COc1cc(Br)cc(CN2CCN(C)CC2)c1O
  DT40 TDP1 no CPT = 1% | TDP1 inh = 1% | TDP1 cell CPT = 0%
Structure: CCC1(C)CC(C(N)=S)CCO1 (stereo unspecified)
  DT40 TDP1 no CPT = 21µM* | TDP1 inh = -7% | TDP1 cell CPT = 18µM*
Structure: CN1[C@@H]2CCC[C@H]1CC(=O)C2
  DT40 TDP1 no CPT = -12% | TDP1 inh = 14%[21 µM] | TDP1 cell CPT = -5%

Following part:
Structure: C/C(=N\NP(=S)(c1ccccc1)c1ccccc1)c1ccc(O)cc1O
  DT40 TDP1 no CPT = -21% | TDP1 inh = 0% | TDP1 cell CPT = -31%
Structure: C=C1[C@@H](C)[C@H]2[C@H](Cc3ccccc3)NC(=O)[C@]23OC(=O)/C=C/[C@H](O)CCC[C@@H](C)C/C=C/[C@H]3[C@@H]1O
  DT40 TDP1 no CPT = 0.65µM* | TDP1 inh = 9%&5%&3% | TDP1 cell CPT = 1.8µM*
Structure: CCC(=NCCN1CCOCC1)c1c(O)n(-c2ccccc2C)c(=O)[nH]c1=O
  DT40 TDP1 no CPT = 1% | TDP1 inh = 5% | TDP1 cell CPT = 8%
Structure: COc1ccc(-c2ccc(OC)c(OC)c2OC)cc1
  DT40 TDP1 no CPT = 5.2µM* | TDP1 inh = . | TDP1 cell CPT = 15µM*
Structure: COCC(=O)N1CCC2(CCCN(Cc3ccncc3)C2)CC1
  DT40 TDP1 no CPT = -11% | TDP1 inh = . | TDP1 cell CPT = 4%
Structure: CCCCN1C(=O)/C(=C/C=C/c2ccco2)C(=O)NC1=S
  DT40 TDP1 no CPT = -12% | TDP1 inh = . | TDP1 cell CPT = -26%
Structure: C=CCn1c(O)c(C(C)=NCCc2ccccc2)c(=O)[nH]c1=O
  DT40 TDP1 no CPT = -10% | TDP1 inh = 2% | TDP1 cell CPT = -23%
Structure: CN1CCC(OC(=O)c2cccc(F)c2)CC1
  DT40 TDP1 no CPT = -24% | TDP1 inh = . | TDP1 cell CPT = -6%
Structure: CCCC[n+]1cc(/N=C(\[O-])OC)on1
  DT40 TDP1 no CPT = -3% | TDP1 inh = -5% | TDP1 cell CPT = -11%
Structure: Cc1c(C(=O)c2ccc3ccccc3c2)c2cccc3c2n1[C@H](CN1CCOCC1)CO3
  DT40 TDP1 no CPT = ? | TDP1 inh = 14% | TDP1 cell CPT = 12µM*
Structure: COc1ccc(N2C(=O)C(Cl)=C(N3CCN(Cc4ccccc4)CC3)C2=O)cc1
  DT40 TDP1 no CPT = -19% | TDP1 inh = 8% | TDP1 cell CPT = -21%

Some of the compounds tested. The share of hits here may be higher or lower than overall.
